Assay outcomes deposited in PubChem BioAssay by several laboratories.
CendR NRP1 mod – modulators of CendR peptide binding to NRP-1, primary screen, biochemical, fluorescence polarization, uHTS. FAM-RPARPAR peptide binding to NRP-1. inhibition, % at 25 µM. actives 0.85% (n = 360,000). AID 602438, 2012;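 active = inhibition or corrected inhibition above about 18%, plus a signal ratio from 0.5 to 1.5, limit read from the data, passing the limit was not always enough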; also: strong numbers were not always called active
TbMetRS inhib – T. brucei MetRS inhibitors, primary screen, biochemical, luminescence; purified T. brucei MetRS, ATP depletion, Kinase-Glo luminescence; actives 0.4% (n = 360,000); inhibition, % at 11.9 µM;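 active = inhibition above a per-plate cutoff of the control wells' mean inhibition plus 3 SD, cut at about 5.5% in these data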;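 also: 0% = DMSO wells median and 100% = median of wells with control inhibitor compound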
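System: purified T. brucei MetRS enzyme / Detection: Kinase-Glo luciferase luminescence reporting remaining unconsumed ATP / Medium: HEPES buffer with MgCl2, KCl, DTT, spermine, BSA, pyrophosphatase / Replication: singlicate, one well per compound / Evaluation: percent inhibition relative to median high and low control wells / Schedule: 2 h aminoacylation at 25 °C after 15 min preincubation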
DNMT1 inh – human DNMT1 methyltransferase inhibitors, primary screen, biochemical, molecular beacon, fluorescence, HinP1I cleavage, uHTS; actives 0.83% (n = 360,000); inhibition (reported as % activation of signal), % at 10 µM; DNA (cytosine-5)-methyltransferase 1 (Homo sapiens), P26358; in the data active = inhibition above about 50%
Target sequence (P26358 504-1616 limits assumed): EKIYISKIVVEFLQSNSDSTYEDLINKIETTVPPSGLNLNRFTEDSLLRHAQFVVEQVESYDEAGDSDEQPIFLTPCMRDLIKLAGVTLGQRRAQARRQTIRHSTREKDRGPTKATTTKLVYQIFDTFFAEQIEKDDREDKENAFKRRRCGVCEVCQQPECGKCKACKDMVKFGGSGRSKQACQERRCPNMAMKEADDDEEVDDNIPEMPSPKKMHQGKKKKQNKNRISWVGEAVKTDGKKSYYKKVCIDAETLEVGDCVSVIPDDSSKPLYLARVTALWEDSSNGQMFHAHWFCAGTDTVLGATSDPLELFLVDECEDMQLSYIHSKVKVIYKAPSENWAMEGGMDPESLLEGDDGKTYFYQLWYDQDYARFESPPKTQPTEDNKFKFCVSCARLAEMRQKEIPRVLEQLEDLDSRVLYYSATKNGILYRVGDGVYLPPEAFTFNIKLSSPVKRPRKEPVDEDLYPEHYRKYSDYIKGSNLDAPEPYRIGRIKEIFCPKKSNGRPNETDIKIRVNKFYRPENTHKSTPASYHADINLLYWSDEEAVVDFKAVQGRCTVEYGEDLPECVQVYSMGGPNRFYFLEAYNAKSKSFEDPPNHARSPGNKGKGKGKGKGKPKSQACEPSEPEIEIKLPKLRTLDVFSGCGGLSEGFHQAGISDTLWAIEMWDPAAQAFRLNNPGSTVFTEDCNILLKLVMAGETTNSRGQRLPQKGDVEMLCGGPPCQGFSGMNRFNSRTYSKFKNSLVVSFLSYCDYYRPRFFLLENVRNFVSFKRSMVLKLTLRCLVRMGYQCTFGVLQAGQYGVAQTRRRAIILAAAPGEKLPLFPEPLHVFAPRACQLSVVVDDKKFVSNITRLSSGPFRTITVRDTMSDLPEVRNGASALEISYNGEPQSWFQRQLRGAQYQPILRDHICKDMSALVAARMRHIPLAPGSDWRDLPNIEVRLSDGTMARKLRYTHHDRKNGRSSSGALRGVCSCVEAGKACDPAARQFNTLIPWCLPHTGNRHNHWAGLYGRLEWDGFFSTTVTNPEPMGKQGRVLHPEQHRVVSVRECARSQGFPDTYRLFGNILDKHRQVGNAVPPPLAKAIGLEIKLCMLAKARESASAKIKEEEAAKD
bovine MsrA act – bovine MsrA enzyme activators, primary screen, biochemical, absorbance, HTS. Methionine sulfoxide reductase A (Bos taurus). purified bovine MsrA, absorbance read-out. activation, % at 10.6 µM. actives 0.3% (n = 360,000). AID 602163, 2012; in the data active = activation above about 7.5%;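 also: 0% = vehicle and 100% = reference activator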
MsrA inhibitor – bovine MsrA enzyme inhibitors, primary screen, biochemical, absorbance, HTS. purified bovine MsrA, absorbance read-out. inhibition, % at 15.5 µM. actives 0.75% (n = 360,000). AID 651718, 2012; in the data active = inhibition above about 4.5%;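 also: 0% = vehicle wells with enzyme and 100% = reference inhibitor wells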
LMPTP block – LMPTP phosphatase inhibitors, primary screen, biochemical, fluorescence intensity, uHTS. inhibition, % at 20 µM. recombinant LMPTP-A, OMFP fluorogenic substrate. actives 0.22% (n = 360,000). Low molecular weight phosphotyrosine protein phosphatase (Homo sapiens), P24666;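 active = compounds that cut the enzyme signal by at least half of the control window in the single-dose screen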;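 also: plate controls were DMSO wells with enzyme plus substrate for no effect and substrate without enzyme for full effect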
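Test system: LMPTP-A phosphatase enzyme. Amount: LMPTP-A at 0.625 nM final in the reaction. Reagent: OMFP substrate, 400 µM final. Times: 50 min at room temperature. Signal: endpoint fluorescence intensity from OMFP dephosphorylation. Read-out basis: % inhibition. Benchmarks: no-enzyme and uninhibited controls.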
eLon inh – inhibitors of E. coli Lon protease, primary screen, biochemical, fluorescence polarization; purified E. coli Lon protease; inhibition, % at 7.94 µM; actives 0.42% (n = 360,000); AID 602123, 2011; in the data active = inhibition above about 13%, passing the limit was not always enough;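 also: 0% = enzyme with probe and DMSO and 100% = no enzyme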
Scp1 inh – Scp-1 phosphatase inhibitors, primary screen, biochemical, colorimetric, uHTS; Carboxy-terminal domain RNA polymerase II polypeptide A small phosphatase 1 (Homo …; Recombinant Scp1, phosphopeptide, malachite green phosphate absorbance; inhibition, % at 20 µM; actives 0.88% (n = 340,000); AID 493091, 2011;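 active = inhibition above about 50% at 20 µM, limit read from the data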;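 also: plate controls were DMSO wells with enzyme for no effect and wells lacking enzyme for full effect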
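Test system: SCP-1 phosphatase catalytic domain, residues 76-261 | Compound dosing: One concentration, 20 µM, with 1.0% DMSO | Schedule: 45 min room-temperature reaction, 5 min colour, 30 min stabiliser | Detection: Absorbance at 630 nm | Read-out basis: % inhibition of SCP-1 phosphate liberation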
SUMO1-SIM PPI – modulators of SUMO1 protein-protein interactions, primary screen, biochemical, uHTS. Small ubiquitin-related modifier 1 (Homo sapiens), P63165. SUMO1 binding to a labelled peptide, TR-FRET, 1 h. inhibition, % at 20 µM. actives 0.33% (n = 360,000). AID 602429, 2012; in the data active = inhibition above about 37%
STEP block – STEP phosphatase inhibitors, primary screen, biochemical, fluorescence intensity, uHTS. Tyrosine-protein phosphatase non-receptor type 5 (Homo sapiens), P54829. recombinant STEP, OMFP fluorogenic substrate. inhibition, % at 20 µM. actives 0.25% (n = 360,000);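 active = inhibition at 20 µM, scaled per plate between control wells, above about 37%, limit read from the data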;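 also: 0% = DMSO with enzyme and substrate and 100% = substrate only without enzyme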
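System: STEP phosphatase, cell-free reaction; Buffer or medium: Bis-Tris pH 6.0 buffer with DTT, detergent; Incubation: 20 min at room temperature, dark; Measured by: fluorescence, 480/540 nm.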
Numbers without * were called inactive; · = not tested or not shown.

SMILES	CendR NRP1 mod	TbMetRS inhib	DNMT1 inh	bovine MsrA act	MsrA inhibitor	LMPTP block	eLon inh	Scp1 inh	SUMO1-SIM PPI	STEP block
CC(C)Oc1ccc(CCNC(=O)C2CCC(=O)N(Cc3cccc(F)c3)C2)cc1 (centres undefined)	5	-0.6	2	-1	-0.3	1.0	-13	-1	-1	-2
CC(C)CC1(C)NC(=O)N(CC(=O)Nc2ccc(F)c(F)c2F)C1=O (centres undefined)	8	-0.3	13	-4	-0.3	1.7	-4	-8	-2	-1
COc1cc(Cn2c(N)c(C#N)c3nc4ccccc4nc32)cc(OC)c1	6	-0.2	-23	-9	1.3	1.9	-2	3	13	-1
CCOc1cc(/C=C2\CCn3c2nc2cc(Cl)ccc2c3=O)ccc1O	-16	-0.5	-12	0	0.4	-3.2	-14	2	12	0
Cc1ccc(S(=O)(=O)N2CCC(C(=O)C3C(=O)CCCC3=O)CC2)cc1	10	-0.1	2	4	0.1	0.6	-5	-11	0	3
O=C(NCCc1ccccc1)C1CCN(Cc2cccc3ccccc23)CC1	-11	0.5	0	-3	1.1	-0.9	-9	-12	-3	0
Cc1cc(C)n(-c2nc3sc4c(c3c3nnc(SCC(N)=O)n23)CC(C)(C)OC4)n1	4	-1.8	0	-16	0.8	-0.3	-5	-1	-1	-2
Cc1ccc(SCC(=O)Nc2cc([N+](=O)[O-])ccc2O)cc1	0	0.0	-1	2	0.0	2.2	-2	33	-14	4
N#CCSc1nc2ccc(N3CCOCC3)cc2c(=O)n1CCc1ccccc1	-8	-0.5	-13	-1	0.4	1.3	-4	-7	2	0
O=C(Nc1ccccc1C(=O)O)c1cc(S(=O)(=O)N2CCOCC2)c(Br)s1	3	0.6	0	-9	0.6	0.0	-1	28	8	2
CC1(C)Cc2cccc(OCC(O)CNCc3ccccn3)c2O1 (centres undefined)	-7	-1.9	0	-5	0.3	-1.7	-10	-15	-1	-2
CCC(CC)c1nn2c(N)c(/C=C3\C(C)=Nc4ccccc43)c(=O)nc2s1	-4	0.6	1	-3	3.2	2.3	-35	-9	-4	-3
CC(C)(C)C(=O)NC1(C(F)(F)F)C(=O)Nc2c1c(=O)[nH]c(=O)n2Cc1ccco1 (centres undefined)	-2	-0.1	-2	0	-1.3	-0.6	4	-9	-2	1
COCCN(C(=O)COC(=O)c1ccc(C)s1)c1c(N)n(Cc2ccccc2)c(=O)[nH]c1=O	-5	0.3	1	-2	-0.1	0.0	-4	-6	-5	2
COc1ccc(/C(C)=N/N2C(C)CCCC2C)c(OC)c1 (centres undefined)	1	-1.5	0	-3	-0.8	-0.1	-2	-6	6	-2
COc1ccc(NC(C)=O)cc1NC(=O)c1ccc(Cl)cc1	-3	0.0	1	-3	0.7	0.3	-4	-14	-5	0
COc1cc(C2Nc3ccccc3C(=O)N2c2ccccc2OC)ccc1O (centres undefined)	-4	-0.1	0	-4	0.9	0.7	1	-6	2	-4
Nc1ccccc1Sc1ccc(C(F)(F)F)cc1[N+](=O)[O-]	-4	-0.1	2	-3	3.0	3.6	4	-7	-20	2
O=C(COC(=O)C12CC3CC(CC(Cl)(C3)C1)C2)Nc1ccc2[nH]c(=O)[nH]c2c1	1	0.1	-5	-4	-0.1	0.0	2	-10	1	-2
CCCc1nnc(SCC(=O)N2C(C)CCCC2C)n1CC (centres undefined)	16	-1.0	-1	-2	0.0	-1.0	-8	2	2	2
O=C(CCCOc1ccccc1)NN1C(=O)NC2(CCCCC2)C1=O	-2	-0.2	0	1	-0.3	0.1	-10	-4	-2	2
COc1cc2ccc(C(C)=NOC(C)=O)cc2cc1OC	7	-0.2	0	0	0.6	-0.6	-9	·	-6	-3
Cc1c(N=Cc2c(O)n(C)c(=O)c3ccccc23)c(=O)n(-c2ccccc2)n1C	-105	-0.2	-9	-7	·	-1.6	-3	-7	-16	0
CCCCN1C(=O)C(=O)N(CC(=O)N2CCN(c3ccccc3)CC2)C1=O	3	-0.5	-1	0	-0.1	-0.7	-6	-5	-9	0
O=C(NNC(=O)C1CCC1)c1ccc(F)cc1	-2	0.1	2	-1	0.1	-1.3	6	·	-3	3
(listing goes on)
SMILES	CendR NRP1 mod	TbMetRS inhib	DNMT1 inh	bovine MsrA act	MsrA inhibitor	LMPTP block	eLon inh	Scp1 inh	SUMO1-SIM PPI	STEP block
CC1(c2ccccc2)NC(=O)N(CC(=O)Nc2cccc(C#N)c2)C1=O (centres undefined)	1	0.5	-4	-2	-0.3	-2.0	-4	-6	-4	0
OCc1nc(CO)n(Cc2ccccc2)n1	12	-0.1	1	5	-0.8	0.0	-9	-4	0	-2
Cc1ccc(CNC(=O)C2CC(c3cccc(F)c3)=NO2)cc1 (centres undefined)	8	0.6	-1	-1	-1.0	-2.0	-4	-2	13	-1
Cc1cc(=O)oc(C)c1C(=O)NCC(C)NC(=O)c1c(C)cc(=O)oc1C (centres undefined)	10	-0.1	-2	1	0.2	-4.9	0	4	-1	-4
Cc1ccccc1NC(=O)Cn1cnc2c(oc3nc4c(cc32)CCCC4)c1=O	-16	0.3	1	-1	-0.3	0.2	-12	-3	-1	0
CCC(=O)N1CCc2cc(Br)cc(S(=O)(=O)CC(=O)OC)c21	10	0.6	0	-5	·	-0.6	2	-6	5	0
CC(C)(C)OC(=O)C[C@@H]1C/C=C\C[C@H](CC(=O)NCCO)C(=O)NC[C@@H](c2ccccc2)OC1=O	9	0.4	4	-1	-0.3	-0.2	-12	1	3	2
CCOc1cc(S(=O)(=O)N2CCCC2)ccc1Cl	3	0.1	3	-2	-1.0	0.4	-1	-8	3	0
O=C(NC1CCCCC1)C(=O)c1c[nH]c2ccccc12	-14	-0.1	2	-6	1.2	1.0	10	-7	-3	-4
CCN(Cc1ccccc1)S(=O)(=O)c1cc2c3c(c1)CCN3C(=O)CC2	-6	-0.7	0	-1	-0.8	0.1	-2	-1	6	2
Cc1ccc(S(=O)(=O)Nc2cccc(Cl)c2)cc1NC(=O)c1cccnc1	-10	0.7	0	-3	-1.1	-2.6	0	-4	0	-2
CCOc1ccc(NC(=O)CN2CCN(CC(=O)Nc3ccc(C(N)=O)cc3)CC2)cc1	7	-0.2	1	-2	-1.3	0.1	-2	3	0	0
Cc1ccc(C(C(=O)NCc2ccco2)N(C(=O)CNC(=O)c2cccs2)c2c(C)cccc2C)cc1 (centres undefined)	12	-1.2	24	-11	-0.4	-0.1	8	2	-3	4
Cc1cc(C)c(-c2csc(NC(=O)c3cc([N+](=O)[O-])ccc3N3CCOCC3)n2)c(C)c1	-9	-0.5	-9	-2	-0.8	1.8	4	-7	-6	0
CCOc1ccc(NC(=O)CN(C)C(=O)c2ccc3[nH]c4c(c3c2)CC(C)CC4)cc1OCC (centres undefined)	-6	-0.2	0	-1	-2.2	2.7	-6	-4	9	2
C/C(Sc1nnc(Cc2ccccc2)o1)=C(/O)c1ccccc1	5	-0.9	5	-1	·	-1.2	-6	-7	-6	-1
CCOC(=O)c1noc2c1CCC2	5	0.0	·	·	1.0	-2.7	·	·	1	·
CCC(C)c1ccccc1NC(=O)COC(=O)C1=NN(c2ccccc2)C(=O)CC1 (centres undefined)	10	0.3	-2	-4	39*	1.4	-5	-3	1	-3
Nc1ccc(Nc2nc(-c3ccncc3)cs2)cc1	-1	0.2	-24	-3	0.6	21	-5	-8	-19	3
COc1ccc(-n2c(N)c(C#N)c3ccc([N+](=O)[O-])cc3c2=O)cc1	-12	0.5	-5	-4	0.6	0.7	-1	-1	-3	8
Cn1c(SCc2nc3ccccc3[nH]2)nnc1-c1cccnc1	-13	0.5	-9	-1	0.5	1.1	-3	-11	3	1
O=C(CSc1nnc(Nc2ccccc2F)s1)NC(=O)CN1CCCC1=O	-6	0.1	45	-3	0.2	12	-15	63*	8	38
CCC/C=C/c1ccc(CN2C(C)C(=O)N(Cc3cn(CCC4OCCCO4)nn3)CCS2(=O)=O)cc1 (centres undefined)	-18	0.5	7	-7	0.5	0.3	-5	·	-3	0
CC(=O)Nc1nc(C)c(S(N)(=O)=O)s1	-6	-1.7	-1	-2	0.5	-0.9	2	0	-1	-5

5 of the compounds above, with values ahead of the structure.
CendR NRP1 mod	TbMetRS inhib	DNMT1 inh	bovine MsrA act	MsrA inhibitor	LMPTP block	eLon inh	Scp1 inh	SUMO1-SIM PPI	STEP block	structure
-10	0.7	0	-3	-1.1	-2.6	0	-4	0	-2	Cc1ccc(S(=O)(=O)Nc2cccc(Cl)c2)cc1NC(=O)c1cccnc1
7	-0.2	1	-2	-1.3	0.1	-2	3	0	0	CCOc1ccc(NC(=O)CN2CCN(CC(=O)Nc3ccc(C(N)=O)cc3)CC2)cc1
12	-1.2	24	-11	-0.4	-0.1	8	2	-3	4	Cc1ccc(C(C(=O)NCc2ccco2)N(C(=O)CNC(=O)c2cccs2)c2c(C)cccc2C)cc1 (centres undefined)
-9	-0.5	-9	-2	-0.8	1.8	4	-7	-6	0	Cc1cc(C)c(-c2csc(NC(=O)c3cc([N+](=O)[O-])ccc3N3CCOCC3)n2)c(C)c1
-6	-0.2	0	-1	-2.2	2.7	-6	-4	9	2	CCOc1ccc(NC(=O)CN(C)C(=O)c2ccc3[nH]c4c(c3c2)CC(C)CC4)cc1OCC (centres undefined)

Shown with two lines to a compound: 2 of the compounds above.
Below each SMILES – CendR NRP1 mod	TbMetRS inhib	DNMT1 inh	bovine MsrA act	MsrA inhibitor	LMPTP block	eLon inh	Scp1 inh	SUMO1-SIM PPI	STEP block
Nc1ccc(Nc2nc(-c3ccncc3)cs2)cc1
    -1	0.2	-24	-3	0.6	21	-5	-8	-19	3
COc1ccc(-n2c(N)c(C#N)c3ccc([N+](=O)[O-])cc3c2=O)cc1
    -12	0.5	-5	-4	0.6	0.7	-1	-1	-3	8
